Screening results from PubChem.
EBNA-1 inhibitor – EBNA-1 DNA-binding inhibitors, primary screen, biochemical, fluorescence polarization; 0.34% of 300,000 active; inhibition, % at 14.8 µM; in the data active = inhibition above about 28%
HCV core dimer – inhibitors of HCV core protein dimerization, primary screen, biochemical, TR-FRET, high-throughput | 0.33% of 300,000 active | inhibition, % at 5 µM | TR-FRET GST/Flag-core106 dimerization, 1536-well;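 active = inhibition above the mean of all tested compounds plus 3 SD, set per screening campaign, cut at about 45% in these data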
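System: GST-tagged and Flag-tagged HCV core protein residues 1-106 / Input: core106 proteins, GST 13.5 nM and Flag 17 nM / Buffer or medium: KF-containing HEPES buffer, pH 7.45, DTT, CHAPS, BSA / Probe or stimulus: Eu-anti-GST and XL665-anti-Flag labelled anti-tag antibodies / Schedule: 4 h, 22.5 °C incubation / Technique: TR-FRET 671 and 617 nm emission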
ZTA DNA inh – blocks Epstein-Barr virus ZTA, an EBNA-1 counter-screen; P03206; ZTA-DNA binding, fluorescence polarization; inhibition, % at 11 µM; 0.15% of 320,000 active; AID 2234; in the data active = inhibition above about 33%
Target sequence (P03206 whole entry, looked up): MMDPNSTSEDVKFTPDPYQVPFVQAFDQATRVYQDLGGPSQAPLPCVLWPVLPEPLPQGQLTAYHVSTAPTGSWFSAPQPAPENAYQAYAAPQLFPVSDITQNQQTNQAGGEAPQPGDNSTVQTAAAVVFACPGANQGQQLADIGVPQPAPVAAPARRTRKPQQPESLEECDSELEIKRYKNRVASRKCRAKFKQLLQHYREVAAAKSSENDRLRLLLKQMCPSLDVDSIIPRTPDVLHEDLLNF
TPT1 inhibitor – Candida albicans TPT1 enzyme inhibitors, primary screen, biochemical, fluorescence polarization; tRNA 2'-phosphotransferase TPT1 (Candida albicans SC5314); recombinant caTPT1, FP RNA substrate dephosphorylation; inhibition, % at 5 µM; 0.81% of 300,000 active; AID 1962, 2009;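 active = inhibition above the mean of all tested compounds plus 3 SD, set per screening campaign, cut at about 24% in these data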;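 also: plate controls were DMSO alone for no effect and ferristatin control at 100 nM for full effect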
CTSL1 counter – Fasciola hepatica cathepsin L1 inhibitors, primary screen, counter-screen for PFM18AAP inhibitor project, biochemical, QFRET, fluorogenic peptide substrate; recombinant F. hepatica cathepsin L1, Z-Leu-Arg-MCA fluorescence; inhibition, % at 5.96 µM; 0.49% of 300,000 active;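 active = inhibition above the mean of all tested compounds plus 3 SD, set per screening campaign, cut at about 17% in these data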;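 also: 0% = plate median of test compound wells and 100% = 1 µM Z-Phe-Ala-diazomethylketone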
PP5 inh – PP5 phosphatase inhibitors, primary screen, biochemical, fluorescence; Serine/threonine-protein phosphatase 5 (Homo sapiens), P53041; purified PP5c, OMFP substrate fluorescence; inhibition, % at 6.7 µM; 0.18% of 320,000 active;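 active = inhibition above the campaign's mean inhibition across all tested compounds plus 3 SD, cut at about 9.5% in these data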;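 also: 0% = DMSO only and 100% = 100 µM cantharidin control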
Target sequence (P53041 whole entry, looked up): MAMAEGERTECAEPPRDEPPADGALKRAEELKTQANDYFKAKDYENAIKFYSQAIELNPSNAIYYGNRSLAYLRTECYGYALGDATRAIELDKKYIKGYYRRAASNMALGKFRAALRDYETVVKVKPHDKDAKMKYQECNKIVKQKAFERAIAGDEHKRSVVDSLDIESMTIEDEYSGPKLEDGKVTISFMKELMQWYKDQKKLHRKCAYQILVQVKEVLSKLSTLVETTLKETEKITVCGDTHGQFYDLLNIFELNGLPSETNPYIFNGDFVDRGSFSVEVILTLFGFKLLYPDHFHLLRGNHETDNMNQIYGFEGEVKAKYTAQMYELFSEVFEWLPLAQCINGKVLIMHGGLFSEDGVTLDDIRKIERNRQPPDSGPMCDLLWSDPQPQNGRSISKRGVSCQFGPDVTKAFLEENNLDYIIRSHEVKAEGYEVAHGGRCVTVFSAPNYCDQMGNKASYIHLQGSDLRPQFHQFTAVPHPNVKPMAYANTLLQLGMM
PP1 inh – PP1-alpha phosphatase inhibitors, primary screen, counter-screen for PP5 inhibitor project, biochemical, fluorescence, OMFP substrate, single point | purified PP1alpha | inhibition, % at 6.7 µM | 0.9% of 320,000 active | AID 2235, 2010;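 active = inhibition above the mean inhibition of all tested compounds plus 3 SD, computed separately for each screening campaign, cut at about 15% in these data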
Target sequence (P62136 whole entry, looked up): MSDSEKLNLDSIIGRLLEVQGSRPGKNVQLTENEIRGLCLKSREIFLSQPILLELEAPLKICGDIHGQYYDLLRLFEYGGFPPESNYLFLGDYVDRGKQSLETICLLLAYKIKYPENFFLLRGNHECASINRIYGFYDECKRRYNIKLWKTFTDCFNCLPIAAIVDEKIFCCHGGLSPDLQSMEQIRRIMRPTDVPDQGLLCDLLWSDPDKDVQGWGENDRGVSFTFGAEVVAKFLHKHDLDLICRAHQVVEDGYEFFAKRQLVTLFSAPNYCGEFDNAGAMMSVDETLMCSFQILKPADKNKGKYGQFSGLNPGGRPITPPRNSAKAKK
PREPL inh – PREPL enzyme inhibitors, primary screen, biochemical, fluorescence polarization; inhibition, % at 5.96 µM; recombinant PREPL, fluorescence polarization activity-based probe; 0.68% of 320,000 active; Prolyl endopeptidase-like (Homo sapiens), Q4J6C6; in the data active = inhibition above about 43%;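 also: 0% = enzyme with DMSO and 100% = wells lacking enzyme; many of its hits are not listed in these tables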
Efflux pump inh – inhibitors of Candida efflux pumps in yeast, primary screen, S. cerevisiae, Nile Red, multiplex. S. cerevisiae Candida pump triplex. inhibition, % at 10 µM. 0.44% of 330,000 active;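 active = plate passing quality check with inhibition over a set limit, or well fluorescence over plate mean plus 4 SD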;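 also: Nile Red retained in pooled yeast measured as flow cytometry median fluorescence; 0% = buffer negative control and 100% = Enniatin B positive control; higher means more Nile Red kept so more efflux inhibition; some compounds called inactive have numbers as strong as hits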
Starred values were filed as active, the others as inactive; / = no result given. Not all compounds are listed. The share of hits here may be higher or lower than overall.

SMILES | EBNA-1 inhibitor | HCV core dimer | ZTA DNA inh | TPT1 inhibitor | CTSL1 counter | PP5 inh | PP1 inh | PREPL inh | Efflux pump inh
O=C(NCc1ccco1)C1CC2CCC1C2 (stereo not drawn) | -3 | -5 | 5 | -5 | -2 | 1.3 | -4 | -9 | 0.0
Cc1cc(C)n(-c2ccc3nncn3n2)n1 | 9 | -4 | 3 | 4 | -1 | -0.9 | -3 | -4 | 0.3
Nc1ccc(CCc2ccc(N)cc2)cc1 | -8 | 1 | -2 | -4 | -3 | 3.0 | 3 | 8 | 0.0
O=C(COC(=O)Cn1cnc2ccccc21)Nc1ccc2c(c1)C(=O)c1ccccc1C2=O | -5 | 18 | -11 | -2 | -2 | -0.3 | 2 | 17 | 0.1
CCOC(=O)C1=C(C)N(CCCC(=O)O)C(=O)NC1c1ccccc1OS(=O)(=O)c1ccc([N+](=O)[O-])cc1 (stereo not drawn) | 1 | 4 | 3 | 2 | -2 | 2.8 | 3 | -2 | -0.1
COc1ccccc1N1CCN(C(=O)c2cc(C3CC3)on2)CC1 | -9 | 0 | 0 | -3 | -5 | 1.5 | -1 | -1 | 0.0
O=C(CN1C(=O)C2C3C=CC(C3)C2C1=O)Nc1cccc(S(=O)(=O)N2CCCC2)c1 (stereo not drawn) | 1 | 0 | 3 | -1 | 0 | 1.1 | -2 | 12 | -0.1
Cc1cc(C(=O)N2CCCC(N3CCN(c4cccc(C(F)(F)F)c4)CC3)C2)n[nH]1 (stereo not drawn) | 2 | -9 | 10 | -3 | 0 | 1.1 | 1 | 9 | -0.1
O=C(CNS(=O)(=O)c1ccc(F)cc1)N1CCN(c2ccccc2)CC1 | 14 | 10 | 6 | -2 | -1 | 0.3 | -1 | -12 | 0.0
Cc1occc1C(=O)N1CCN(C(c2ccccc2)c2ccccc2)CC1 | 1 | 10 | -17 | -5 | 0 | 3.5 | -1 | 6 | 0.2
Cc1cc(=O)oc2cc(OCC(=O)N3CC(=O)Nc4ccccc43)c(Cl)cc12 | / | / | -1 | / | / | 0.3 | -7 | -3 | 0.0
Cc1cc(Cl)ccc1OCC(=O)Nc1ccccc1NS(=O)(=O)c1cccs1 | 3 | 6 | 6 | -1 | 0 | 2.6 | 1 | 9 | -0.1
C=C(C)CSc1nnc([C@@H]2CCCN2C(=O)OC(C)(C)C)o1 | -8 | -1 | -1 | -2 | -1 | 0.2 | -3 | 0 | 0.0
COc1ccc(N2CCN(C(=O)COC(=O)c3cccc(S(=O)(=O)Nc4ccccc4OC)c3)CC2)cc1 | -8 | 6 | -13 | 0 | 0 | 1.7 | 4 | 17 | -0.1
CC1=C(C(=O)Nc2ccccc2)C(c2ccccn2)n2ncnc2N1 (stereo not drawn) | 1 | -9 | 10 | -1 | 5 | -2.1 | 0 | 2 | 0.0
CC(=O)C1=C(O)C(=O)N(c2ccc(S(=O)(=O)Nc3nccs3)cc2)C1c1ccc([N+](=O)[O-])cc1 (stereo not drawn) | -12 | 3 | 2 | -4 | -1 | 2.1 | -1 | 7 | 0.2
Cc1cccc(N2CCN(C(=O)C3CCN(S(=O)(=O)N4CCOCC4)CC3)CC2)c1C | 14 | -11 | -9 | -5 | 1 | -0.8 | -1 | 17 | -0.1
Fc1ccccc1-c1nc(-c2ccc(Br)o2)no1 | -9 | -10 | -11 | -3 | 4 | 3.0 | 1 | 13 | -0.2
CCC(=O)Nc1ccc(C=C(C(C)=O)C(C)=O)cc1 | -3 | 2 | -4 | -1 | -2 | 0.5 | 0 | -3 | 0.0
CC(Nc1nc(-c2ccc(F)cc2)cs1)c1nc2cc(Cl)c(Cl)cc2n1CCCO (stereo not drawn) | -2 | -19 | -24 | -1 | 5 | 5.8 | 9 | 12 | 0.0
COc1ccc(C(=O)c2c3ccccc3[n+]([O-])n2CCC(N)=O)cc1 | -6 | 7 | -1 | 0 | 1 | 3.0 | -4 | -1 | 0.0
Cc1cccc(CN2CCN(CC(=O)NCCCN3CCN(c4ccc(F)cc4)CC3)C2=O)c1 | 10 | 1 | 9 | 0 | 2 | -1.1 | -3 | 31 | 0.0
CCc1ccccc1N(CC)C(=O)CCc1nc(-c2ccc(C)cc2)no1 | 5 | 9 | -2 | -1 | 2 | 3.9 | 3 | -5 | 0.1
CCOc1cc(/C=C(\C#N)C(=O)NCC2CCCO2)ccc1O (stereo not drawn) | 0 | -11 | 6 | 3 | 5 | -1.7 | -3 | 3 | -0.1
COc1ccc(C2C(C#N)=C(N)Nc3nc4ccccc4n32)cc1 (stereo not drawn) | -5 | -3 | 6 | -1 | -1 | 2.2 | 4 | -1 | 0.1
O=C1/C(=C/c2cccs2)Sc2ccccc21 | 10 | -17 | -12 | 24 | 0 | 3.1 | 5 | -23 | 0.0
O=C(COC(=O)C1=COCCO1)Nc1ccccc1Oc1ccccc1 | -1 | 0 | 13 | -1 | -8 | 0.3 | -5 | 4 | 0.0
C/C(=N/NC(=O)c1ccncc1)c1ccc(NC(=O)c2ccc(Cl)cc2Cl)cc1 | 37* | 12 | 2 | -2 | 3 | 0.2 | -1 | 1 | 0.1
O=C(/C=C/c1ccc(F)cc1)N1CCCc2ccccc21 | 2 | 4 | 11 | 1 | -2 | 0.7 | -4 | -3 | 0.0
COc1cc(OC)c(C(=O)NCc2ccc3c(c2)OCO3)cc1OC | -8 | -11 | -12 | 0 | -3 | 2.3 | -1 | 17 | 0.0

Retrieved by compound from the list above (two):
SMILES | EBNA-1 inhibitor | HCV core dimer | ZTA DNA inh | TPT1 inhibitor | CTSL1 counter | PP5 inh | PP1 inh | PREPL inh | Efflux pump inh
C/C(=N/NC(=O)c1ccncc1)c1ccc(NC(=O)c2ccc(Cl)cc2Cl)cc1 | 37* | 12 | 2 | -2 | 3 | 0.2 | -1 | 1 | 0.1
COc1ccc(C2C(C#N)=C(N)Nc3nc4ccccc4n32)cc1 (stereo not drawn) | -5 | -3 | 6 | -1 | -1 | 2.2 | 4 | -1 | 0.1

The results go on:
SMILES | EBNA-1 inhibitor | HCV core dimer | ZTA DNA inh | TPT1 inhibitor | CTSL1 counter | PP5 inh | PP1 inh | PREPL inh | Efflux pump inh
CC(=C1C(=O)c2ccccc2C1=O)N1CCN(Cc2ccccc2)CC1 | 3 | -3 | 8 | 0 | -2 | 1.3 | 1 | 5 | -0.2
N#CC(C#N)=CN=c1ccn(Cc2ccc(Cl)cc2Cl)cc1 | -2 | 1 | -7 | 0 | -3 | -4.7 | -8 | -3 | 0.1
CC(=O)N(Cc1ccccc1)c1ncc2c(n1)c(=O)c(C#N)c1ccccn12 | -3 | 4 | 8 | -9 | -6 | 2.0 | 2 | 9 | 0.1
COc1ccc(/C(N)=C/C(=O)C(C)(C)C)cc1 | -12 | -3 | -13 | 0 | 4 | 3.5 | -3 | 4 | 0.1
CC(=O)c1cccc(S(=O)(=O)NCC(C)(C)N2CCOCC2)c1 | 9 | -1 | 3 | -1 | -2 | -1.3 | 1 | -2 | -0.3
O=C(CC1NCCNC1=O)Nc1ccccc1 (stereo not drawn) | 4 | -1 | 8 | -2 | -2 | -0.2 | 0 | 15 | -0.2
CCOC(=O)C1(Cc2ccc(OC)cc2)CCN(C(=O)CCn2cccn2)CC1 | -11 | 1 | -2 | 1 | -2 | -1.8 | -4 | 20 | 0.3
CN(C)c1ccc(-c2noc(C3CCN(C(=O)Nc4ccc(Cl)cc4)CC3)n2)cc1 | -6 | 2 | 8 | -1 | 1 | -0.5 | 2 | -1 | -0.1
O=C(NC1CCCCCC1)c1cccc(N2CCCC2=O)c1 | -5 | -11 | -10 | 1 | 5 | -0.9 | -8 | 7 | -0.1
O=C(CN(C1CCCCC1)S(=O)(=O)c1ccc(Br)cc1)NCc1ccncc1 | -6 | 1 | 5 | 2 | -1 | 1.1 | -5 | -1 | 0.0

A draw from above in order of molar mass, falling:
SMILES | EBNA-1 inhibitor | HCV core dimer | ZTA DNA inh | TPT1 inhibitor | CTSL1 counter | PP5 inh | PP1 inh | PREPL inh | Efflux pump inh
O=C(CN(C1CCCCC1)S(=O)(=O)c1ccc(Br)cc1)NCc1ccncc1 | -6 | 1 | 5 | 2 | -1 | 1.1 | -5 | -1 | 0.0
CN(C)c1ccc(-c2noc(C3CCN(C(=O)Nc4ccc(Cl)cc4)CC3)n2)cc1 | -6 | 2 | 8 | -1 | 1 | -0.5 | 2 | -1 | -0.1
CCOC(=O)C1(Cc2ccc(OC)cc2)CCN(C(=O)CCn2cccn2)CC1 | -11 | 1 | -2 | 1 | -2 | -1.8 | -4 | 20 | 0.3
CC(=C1C(=O)c2ccccc2C1=O)N1CCN(Cc2ccccc2)CC1 | 3 | -3 | 8 | 0 | -2 | 1.3 | 1 | 5 | -0.2
COc1cc(OC)c(C(=O)NCc2ccc3c(c2)OCO3)cc1OC | -8 | -11 | -12 | 0 | -3 | 2.3 | -1 | 17 | 0.0
CC(=O)c1cccc(S(=O)(=O)NCC(C)(C)N2CCOCC2)c1 | 9 | -1 | 3 | -1 | -2 | -1.3 | 1 | -2 | -0.3
N#CC(C#N)=CN=c1ccn(Cc2ccc(Cl)cc2Cl)cc1 | -2 | 1 | -7 | 0 | -3 | -4.7 | -8 | -3 | 0.1
O=C(/C=C/c1ccc(F)cc1)N1CCCc2ccccc21 | 2 | 4 | 11 | 1 | -2 | 0.7 | -4 | -3 | 0.0
COc1ccc(/C(N)=C/C(=O)C(C)(C)C)cc1 | -12 | -3 | -13 | 0 | 4 | 3.5 | -3 | 4 | 0.1

(more compounds)
SMILES | EBNA-1 inhibitor | HCV core dimer | ZTA DNA inh | TPT1 inhibitor | CTSL1 counter | PP5 inh | PP1 inh | PREPL inh | Efflux pump inh
Cc1nc2c(ncn2-c2ccccc2)c(=O)n1NC(=O)CN1CCOCC1 | 0 | -2 | -1 | 1 | 2 | -1.7 | -4 | 15 | 0.2
CCc1ccc2c(c1)/C(=N/OC)C(=O)N2 | -2 | -5 | 8 | 1 | 6 | 0.3 | 0 | 5 | 0.1
CCC(C)c1ccccc1NC(=O)CN(C)CCOc1ccc(Cl)cc1 (stereo not drawn) | -16 | -1 | -9 | -2 | 2 | 5.7 | 3 | 21 | 0.8
O=C(CNC(=O)c1cccs1)OCC(=O)c1ccc([N+](=O)[O-])cc1 | -12 | 6 | 2 | -1 | -2 | 2.6 | 0 | -3 | -0.1
CC1CCc2c(sc(/N=C/c3cccnc3)c2C(N)=O)C1 (stereo not drawn) | -12 | -3 | -16 | 1 | 2 | 1.2 | 0 | 9 | 0.2
NC(=O)c1ccc(NC(=O)c2ccc3c(c2)OCO3)cc1 | -3 | -2 | -5 | -14 | 3 | 1.1 | -3 | 5 | 0.0
CCOc1cc(/C=C/c2ccc3cccc([N+](=O)[O-])c3n2)ccc1O | 0 | 0 | -5 | 1 | 2 | 3.2 | 1 | 2 | 0.2
O=C(Nc1ccccc1N1CCOCC1)c1ccc([N+](=O)[O-])o1 | 12 | -12 | -3 | -3 | 5 | 0.1 | -2 | 8 | -2.8
Cc1cc(C)n(-c2nc(NCc3cccnc3)c3c4c(sc3n2)COC(C)(C)C4)n1 | 2 | 5 | 2 | -3 | 0 | 1.2 | -2 | 3 | -0.2
O=C(CCc1c[nH]c2ccccc12)OCc1cccc([N+](=O)[O-])c1 | 5 | -17 | -15 | -3 | -2 | 1.4 | 1 | 31 | -0.1
